# Screening data deposited in PubChem by several laboratories.
# HIV RNase H inh – inhibitors of HIV-1 reverse transcriptase RNase H. RT-RNase H RNA/DNA duplex cleavage, fluorescence. inhibition, % at 10 µM. 1.9% of 65,000 active. AID 565; in the data active means inhibition above about 50%
# RmlC RmlD mix – inhibitors of RmlC and RmlD coupled enzymes; RmlC/RmlD coupled enzyme inhibition, 384-well mixture HTS; inhibition, % at 5.5 µM; 0.39% of 110,000 active; AID 1532; in the data active means inhibition above about 30%, passing the limit was not always enough; further: strong numbers were not always called active
# * marks the source's active call; other numbers are inactive results; / = no result given. These rows are one share of the data; rates above refer to the full screens.
# Start of the data: the first two entries, ahead of the listing:
# Results follow in this order: HIV RNase H inh | RmlC RmlD mix
1: Cc1ccc(-c2[nH]c3ccccc3c2SCCNC(=O)c2cc3ccccc3oc2=O)cc1
 : / | -10
2: CCOCCCNC(=O)c1ccc(N(C)S(=O)(=O)c2ccc(OC)cc2)cc1
 : / | 11

# Results, repeating the preview:
# Results follow in this order: HIV RNase H inh | RmlC RmlD mix
1: Cc1ccc(-c2[nH]c3ccccc3c2SCCNC(=O)c2cc3ccccc3oc2=O)cc1
 : / | -10
2: CCOCCCNC(=O)c1ccc(N(C)S(=O)(=O)c2ccc(OC)cc2)cc1
 : / | 11
3: CCOC(=O)C1=C(C)NC2=C(C(=O)CC(C)(C)C2)C1c1ccc(N(C)C)cc1 (stereo unspecified)
 : 14 | -10
4: Cc1nn(CCC#N)c2nc(-c3ccccc3)cc(C(F)(F)F)c12
 : / | 1
5: Cc1ccc(CN2CC34C=CC(O3)C(C(=O)NCc3ccc5c(c3)OCO5)C4C2=O)cc1 (stereo unspecified)
 : -3 | 12
6: CSc1nc2n(n1)C(c1ccccn1)C1=C(CC(C)(C)CC1=O)N2 (stereo unspecified)
 : / | -5
7: Cc1ccc(NC2=C(Cl)C(=O)OC2OC(=O)c2ccco2)c(C)c1 (stereo unspecified)
 : / | 5
8: Cc1cc(NC(=O)CSc2ncn(-c3ccccc3)n2)no1
 : -14 | 4
9: Cc1ccc(S(=O)(=O)NC2OC(=O)C(Cl)=C2Cl)cc1 (stereo unspecified)
 : 2 | 8
10: O=C(OCc1c(Cl)cccc1Cl)c1cccnc1Cl
 : / | 4
11: Cn1c(=O)oc2cc(S(=O)(=O)N3CCC(C(=O)NCc4ccc(F)cc4)CC3)ccc21
 : / | -9
12: Cc1nnc(-c2ccccc2)c(=O)n1/N=C/c1c(O)ccc2ccccc12
 : / | 6
13: COc1ccc(/C=N/c2nc3ccccc3n2CCN2CCCCC2)cc1OC
 : / | -12
14: CCCc1[nH]nc2c1C(c1c(C)nn(-c3ccccc3)c1Cl)C(C#N)=C(N)O2 (stereo unspecified)
 : -1 | -17
15: Cc1ccc(C2=NNC(C(O)C(O)C(O)C(C)O)S2)cc1 (stereo unspecified)
 : / | 2
16: CC1Cc2ccccc2N1c1ncnc2c1nnn2Cc1ccccc1Cl (stereo unspecified)
 : / | 29
17: Cc1nnc(SCC(=O)NCc2ccco2)n1-c1ccc(F)cc1
 : / | -14
18: CC1=C(C(N)=O)C(c2ccc(C)o2)C(C(N)=O)=C(C)N1
 : -10 | 6
19: COc1ccc(COc2cc(-c3cccc(OC)c3)nc3ccc(NC(=O)c4ccc(N(C)C)cc4)cc23)cc1
 : / | -70
20: O=C(O)C[C@H]1c2cc(F)ccc2S(=O)(=O)N1C1CCCC1
 : / | -11

# An excerpt of these results, as tab-separated lines.
cpd	SMILES	HIV RNase H inh	RmlC RmlD mix
5	Cc1ccc(CN2CC34C=CC(O3)C(C(=O)NCc3ccc5c(c3)OCO5)C4C2=O)cc1 (stereo unspecified)	-3	12
6	CSc1nc2n(n1)C(c1ccccn1)C1=C(CC(C)(C)CC1=O)N2 (stereo unspecified)	/	-5
7	Cc1ccc(NC2=C(Cl)C(=O)OC2OC(=O)c2ccco2)c(C)c1 (stereo unspecified)	/	5
8	Cc1cc(NC(=O)CSc2ncn(-c3ccccc3)n2)no1	-14	4
9	Cc1ccc(S(=O)(=O)NC2OC(=O)C(Cl)=C2Cl)cc1 (stereo unspecified)	2	8
10	O=C(OCc1c(Cl)cccc1Cl)c1cccnc1Cl	/	4

# Going on with the list.
# Results follow in this order: HIV RNase H inh | RmlC RmlD mix
21: Cc1cc(-c2n[nH]c(=S)o2)c(C)n1-c1ccccc1
 : / | 7
22: CCSc1nnc(CCNC(=O)OC(C)(C)C)o1
 : / | 40
23: CC1(C)Cc2ccccc2-c2nnc(-c3ccc(O)cc3)n21
 : -20 | /
24: COC(=O)c1ccc(COc2ccc(-c3nn[nH]n3)cc2)cc1
 : -42 | 4
25: CCOCCCNC(=O)Cc1ccc(OC)c(OC)c1
 : 0 | 12
26: CCOC(=O)CSc1ncnc2c1sc1nc(N3CCOCC3)c3c(c12)CCCC3
 : / | -26
27: COCCCNC(=O)/C=C/c1ccc(Cl)cc1
 : / | 10
28: C/C(=N\NC(=O)CSCc1ccc(Cl)cc1)c1ccc2c(c1)OCCO2
 : / | -17
29: C=CCn1c(COc2ccccc2)nnc1SCC(=O)O
 : -7 | -21
30: Cn1ccnc1C(O)c1cc(C(C)(C)C)c(O)c(C(C)(C)C)c1 (stereo unspecified)
 : 2 | 0
31: CC(=O)Nc1ccc([N+](=O)[O-])cn1
 : / | 6
32: COc1ccc(C(=O)NCC(c2cccnc2)N2CCN(c3ccccc3)CC2)cc1OC (stereo unspecified)
 : -5 | -10
33: Cc1nn(C(=O)c2ccoc2C)c(N)c1-c1ccccc1
 : -24 | -6
34: Cc1ccc(C2(c3ccc(C)cc3)NC(=O)N(Cc3c(C)noc3C)C2=O)cc1
 : 0 | -9
35: Cc1cc(N2C(=O)C3CC=CCC3C2=O)cc(C)c1Br (stereo unspecified)
 : 3 | 7
36: COC(=O)c1sccc1NC(=O)CCC1CCCC1
 : / | -15
37: CS(=O)(=O)N(CC(=O)NCc1ccco1)c1cc(C(F)(F)F)ccc1Cl
 : 1 | 10
38: O=C(CN(Cc1ccccc1)S(=O)(=O)c1ccccc1)N1CCOCC1
 : / | -9
39: CCn1cc(C(=O)NCc2cccnc2)c(=O)c2cc(F)c(N3CCN(C(=O)c4ccco4)CC3)cc21
 : / | 28
40: NC(=O)Cn1cc(C(=O)c2cccs2)c2ccccc21
 : / | -6

# More compounds
# Results follow in this order: HIV RNase H inh | RmlC RmlD mix
41: O=[N+]([O-])c1ccc(N=Nc2ccc(O)cc2O)cc1
 : / | -3
42: CCC(C)[C@H](NC(=O)NCc1cccs1)C(=O)OC (stereo partly specified)
 : -8 | -5
43: Cc1cccc2nc(CSc3nncn3-c3ccccc3)cn12
 : -27 | -5
44: COc1ccc(NC(=O)C2CCN(c3nc(C)nc4c3CCC4)CC2)cc1
 : -2 | 9
45: CCOC(=O)/C=C1\CC(=O)Nc2cc(C)c(C)cc2N1
 : 8 | 15
46: O=c1nc2ccccc2c2n1CC(CN1CCN(c3ccc(F)cc3)CC1)N2 (stereo unspecified)
 : / | -8
47: COc1ccc(-c2n[nH]c(C)c2-c2ccc(Cl)cc2)c(O)c1
 : / | 10
48: CCOc1ccc(NC(=O)C2CCC(CNc3c(N4CCOCC4)c(=O)c3=O)CC2)cc1 (stereo unspecified)
 : / | 6
49: CCOCCCNC(=O)C(Cc1ccccc1)NC(=O)c1ccco1 (stereo unspecified)
 : -3 | 3
50: CC1=C(C(=O)N2CCCCC2)C(c2cccs2)NC(=O)N1 (stereo unspecified)
 : -1 | 2
51: COc1ccc(N2CCN(C(=O)c3ccc(N4C(=O)NC5CC4(C)Oc4ccccc45)cc3)CC2)cc1 (stereo unspecified)
 : -7 | 3
52: C=CCNc1ncnc2ccccc12
 : 1 | -5
53: Cc1ccc(-c2cc3nc(-c4ccccc4)cc(N4CCOCC4)n3n2)cc1
 : / | -94
54: COC(=O)c1ccc2c(c1)C(=O)N(C1CCCCC1)C2=O
 : -7 | -86
55: CCC(=O)OC1CC(C)N(C(=O)c2ccccc2)c2ccc(C)cc21 (stereo unspecified)
 : / | 11
56: COC(=O)Cn1cc(C(=O)C2CC2)c2ccccc21
 : 3 | -18
57: Cc1ccc(OCC(=O)NCCN2CCN(C(=O)COc3ccc(C)cc3)CC2)cc1
 : 0 | /
58: O=C(O)Cn1cnc2ccccc2c1=O
 : / | 6
59: CCCCNC(=S)NNC(=O)c1nn(C)c(C)c1Cl
 : / | -20
60: C=CCNC(=O)c1onc(CSc2ccccc2C)c1C(=O)O
 : / | 3

# Four entries from above in a different format.
item	smiles	HIV RNase H inh	RmlC RmlD mix
48	CCOc1ccc(NC(=O)C2CCC(CNc3c(N4CCOCC4)c(=O)c3=O)CC2)cc1 (stereo unspecified)	/	6
49	CCOCCCNC(=O)C(Cc1ccccc1)NC(=O)c1ccco1 (stereo unspecified)	-3	3
50	CC1=C(C(=O)N2CCCCC2)C(c2cccs2)NC(=O)N1 (stereo unspecified)	-1	2
51	COc1ccc(N2CCN(C(=O)c3ccc(N4C(=O)NC5CC4(C)Oc4ccccc45)cc3)CC2)cc1 (stereo unspecified)	-7	3

# Continuation.
# Results follow in this order: HIV RNase H inh | RmlC RmlD mix
61: O=C(Cn1nnc(-c2ccncc2)n1)NCCc1ccccc1
 : -3 | -3
62: O=C(O)c1ccc(N2C(=O)C3ON(c4ccccc4)C(c4ccccc4F)C3C2=O)cc1 (stereo unspecified)
 : 2 | 10
63: CCCCC(CCC(=O)Nc1ccc(C(=O)OC)cc1)C(=O)O (stereo unspecified)
 : -8 | -4
64: Cc1cccc(N2C(N)=NC(N)=NC23CCCCC3)c1
 : -1 | /
65: Cc1ccc2c(c1)nnn2C1CCN(CC(=O)c2ccc(Cl)cc2)CC1
 : -12 | -4
66: COc1ccccc1NC(=O)Cn1cnc2c(oc3ccccc32)c1=O
 : -8 | -4
67: O=C(Nc1nccs1)C1CCCN1S(=O)(=O)c1cccc2cccnc12 (stereo unspecified)
 : -30 | 4
68: COc1ccc2[nH]c(C)c(CCN(Cc3cccs3)C(=S)Nc3ccc(F)cc3)c2c1
 : / | -8
69: c1ccc(Oc2nc(Oc3ccccc3)nc(N3CCOCC3)n2)cc1
 : -3 | -5
70: Cc1nc2ccc(S(=O)(=O)NC(C(=O)N3CCC(C)CC3)C(C)C)cc2s1 (stereo unspecified)
 : -5 | -8
71: N#Cc1ccc(CSc2nnc(-c3ccccc3)n2Cc2ccco2)cc1
 : / | -13
72: CCOC(=O)Cn1c(=O)oc2cc(S(=O)(=O)NCC3CCCO3)ccc21 (stereo unspecified)
 : -27 | -19
73: Cc1cc(NS(=O)(=O)c2ccc(NC(=S)NC(=O)c3ccc(Cl)cc3Cl)cc2)no1
 : / | 3
74: Cc1cc(C)c(S(=O)(=O)Nc2c(C)[nH]c(=O)[nH]c2=O)c(C)c1
 : / | -12
75: CCOc1cc(CN2CCCCC2)ccc1OC
 : -3 | 13
76: CCOc1ccccc1Nc1nc(N)nc(CSc2nccc(C)n2)n1
 : -38 | -5
77: CC1CCc2c(sc(NC(=O)c3ccc(Cn4cc([N+](=O)[O-])cn4)o3)c2C#N)C1 (stereo unspecified)
 : / | -8
78: Cc1ccc2c(c1)nnn2C1CCN(S(=O)(=O)c2ccc3ccccc3c2)CC1
 : / | -14
79: CCOC(=O)Cc1csc(NC(=O)c2c(O)c3ccccc3n(CC(C)C)c2=O)n1
 : / | 12
80: CCCCOC(=O)n1c(=O)oc2ccccc21
 : -2 | 6

# Continuation.
# Results follow in this order: HIV RNase H inh | RmlC RmlD mix
81: COC(=O)c1c(NC(=O)c2nc3nc(C)cc(C(F)F)n3n2)sc2c1CCC2
 : / | 5
82: CCOC(=O)CNC(=O)CSc1nnc(-c2ccc(OC)cc2)n1CC
 : / | -14
83: Cc1ccc(-n2c3c(cc(C(=O)N4CCN(C)CC4)c2=O)C(=O)CC(C)(C)C3)cc1
 : 3 | -7
84: COc1ccc(CNC(=O)c2cccc3c2C(=O)N(Cc2cccnc2)C3)cc1
 : -16 | -9
85: COC(=O)c1cc2c(-c3ccccc3)cc3ccccn3c-2c1C(=O)OC
 : / | 10
86: COc1cc(C(=O)CSc2nncn2C)cc(OC)c1OC
 : 5 | /
87: COc1ccc(-n2c3c(cc(C(=O)Nc4ccc(C)cc4)c2=O)C(=O)CCC3)cc1
 : / | -1
88: Cc1cc2oc(=O)cc(CN3CCCCC3)c2cc1C(C)C
 : -14 | 13
89: Cc1noc(C)c1COc1cccc(C(=O)OC(C)C(=O)Nc2ccc3c(c2)OCO3)c1 (stereo unspecified)
 : / | 6
90: CCCN1C(=O)c2ccc(C(=O)NC3CCCCC3)cc2C1=O
 : 6 | -8
91: CNC(=O)CCc1nc(-c2ccc(C(C)(C)C)cc2)no1
 : 1 | 3
92: CC(C)(C)c1ccc(C2(C)NC(=O)N(CC(=O)c3ccc[nH]3)C2=O)cc1 (stereo unspecified)
 : / | -2
93: Cc1cc(-c2ccccc2)nc(SCc2ccc(C(=O)O)o2)n1
 : -11 | -2
94: Clc1ccc(-c2nn3cnnc3s2)c(Cl)c1
 : -4 | 12
95: O=C(Nc1nc2ccccc2s1)C1CC(=O)N(c2ccc(Br)cc2)C1 (stereo unspecified)
 : / | -8
96: COc1ccc(OC)c(NC(=O)C2CCCNC2=O)c1 (stereo unspecified)
 : -9 | 10
